SENP8 block – human SENP8 protease inhibitors, primary screen, biochemical, fluorescence, Nedd8 protein substrate, uHTS | inhibition, % at 20 µM | 360,000 tested, 0.64% active | recombinant SENP8; in the data active = inhibition mostly above about 40%, no sharp cut-off; inactive = mostly below about 27%
Target sequence (Q96LD8 whole entry, looked up): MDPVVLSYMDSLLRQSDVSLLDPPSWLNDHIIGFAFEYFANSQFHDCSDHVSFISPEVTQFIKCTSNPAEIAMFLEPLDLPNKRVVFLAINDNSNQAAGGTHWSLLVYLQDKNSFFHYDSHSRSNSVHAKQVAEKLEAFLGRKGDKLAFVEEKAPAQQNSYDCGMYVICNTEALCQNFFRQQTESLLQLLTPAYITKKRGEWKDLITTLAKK
MPTP block – mitochondrial permeability transition pore inhibitors, primary screen, biochemical, isolated mouse mitochondria, absorbance; Ca2+ swelling absorbance, 30 min; inhibition, % at 10 µM; 360,000 tested, 1.4% active; AID 602449, 2012;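 active = inhibition of 50% or more, scaled per plate between neutral and stimulator controls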;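 also: 0% = DMSO wells given calcium and 100% = 1 mM EGTA wells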
PfGluPho inh – PfG6PD enzyme inhibitors, primary screen, biochemical, fluorescence intensity, uHTS; glucose-6-phosphate dehydrogenase-6-phosphogluconolactonase (Plasmodium falciparum 3D7); PfGluPho enzyme, NADPH resazurin-diaphorase fluorescence; inhibition, % at 20 µM; 350,000 tested, 0.78% active; AID 504690, 2011;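 active = inhibition reaching at least a set limit at 20 µM in the primary screen, cut at about 59% in these data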;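 also: 0% = DMSO wells with substrate and 100% = DMSO wells lacking glucose-6-phosphate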
The depositor's hits bear a star; i = inactive. An excerpt; the hit share may differ from the screen's.

Every second line gives: SENP8 block | MPTP block | PfGluPho inh
COc1cc2c(cc1NC(=O)c1ccccc1-c1ccccc1C(=O)O)-c1ccccc1C2
  -3 | 1.0 | -48
COCCn1c(=S)[nH]c2cc(C(=O)NCc3ccc(F)cc3)ccc2c1=O
  7 | -0.4 | -11
CCC(=O)Nc1ccc(S(=O)(=O)NC[C@H]2O[C@@H](n3cc(C)c(=O)[nH]c3=O)C[C@@H]2O)cc1
  3 | 1.0 | 8
O=C(CCc1nnc(Cc2c[nH]c3ccccc23)o1)NCCC1CCCCO1 (configuration not stated)
  4 | 0.0 | -9
O=C(Nc1ccc(C(=O)N2CCOCC2)cc1)c1ccccc1Cl
  14 | -0.8 | -6
CC1=C(C(=O)N2CCOCC2)CC(CC(=O)NCC2CCCCC2)C(=O)N1CCCN1CCCC1=O (configuration not stated)
  -8 | -0.9 | -22
O=C1Nc2ccccc2Cc2ccccc21
  -10 | -0.3 | 3
CC#CCN(Cc1ccco1)C(=O)C1CCC(=O)N(CCc2cccc(F)c2)C1 (configuration not stated)
  14 | -0.1 | 14
Cc1noc(C)c1S(=O)(=O)N(C)C[C@H]1OCc2cn(nn2)CCCC(=O)N([C@H](C)CO)C[C@@H]1C
  11 | 3.5 | 1
COc1ccc2cc(/C(C)=N/NC(=O)c3cc(C)oc3C)ccc2c1
  -12 | 2.4 | 5
N#CCCN(Cc1ccccc1)C(=O)CCC(=O)c1ccc(F)cc1
  -5 | -0.1 | -9
Cc1cccc(NC(=O)CN(C)C(=O)Cc2ccc(-c3ccccc3)cc2)c1C
  -37 | -0.2 | -5
COc1ccccc1-n1c(SCC(=O)Nc2ccc(Cl)cc2)nc(O)c(Cc2ccccc2)c1=O
  12 | 5.4 | -30
COCC(=O)Nc1ccc2c(c1)[C@@H]1C[C@H](CC(=O)OC)O[C@@H](CO)[C@@H]1O2
  13 | -0.9 | 7
COc1ccc(S(=O)(=O)N2CCCCCC2)cc1NC(=O)CCNC(=O)c1ccccc1Cl
  12 | -2.3 | -10
CCc1ccccc1NC(=O)CNC(=O)c1ccc(S(=O)(=O)NCc2ccco2)cc1
  25 | 0.0 | 19
Cc1nn(C)c(C)c1/C=C(\C#N)S(=O)(=O)c1ccc(F)cc1
  11 | -0.3 | -17
C[C@@H]1CN([C@H](C)CO)C(=O)CCCn2nncc2CO[C@@H]1CN(C)S(=O)(=O)c1ccccc1F
  12 | -0.5 | -10
CCOc1ccccc1NC(=O)CCNC(=O)C1CCN(S(=O)(=O)c2ccccc2)CC1
  13 | -1.2 | -24
COc1ccc(CCNS(=O)(=O)c2ccc3c(c2)CC(C)N3C(=O)C2CC2)cc1OC (configuration not stated)
  11 | -0.4 | -7
CS(=O)CC(O)(c1ccc(F)cc1)C1CC1 (configuration not stated)
  4 | -0.3 | 0
CC(=O)OC1(C)C=Cc2ccccc2C1=NS(=O)(=O)c1ccccc1 (configuration not stated)
  -91 | 2.1 | 13
Cc1ccnn1CCC(=O)N1CCCC(Nc2ccc(C(C)C)cc2)C1 (configuration not stated)
  15 | -1.1 | 8
Cc1cnc(C2OCCO2)c2cccc(N)c12
  -434 | -0.4 | 51
CN(C)c1ccc(C=C2SC(=S)N(Cc3ccco3)C2=O)cc1
  48* | 5.6 | 17
Cc1cccc(NC(=O)COC(=O)CN2C(=O)c3ccccc3C2=O)c1C
  8 | 0.1 | 0
Cc1cc(C(=O)COC(=O)c2ccc(NC(=O)CC#N)cc2)c(C)n1CC(F)(F)F
  -7 | 0.1 | 18
COCCn1c2nc(=O)n(-c3ccccc3)c(=O)c-2nc2ccccc21
  -375 | -0.2 | 59*
Cc1cccc(-c2cc3nc(C)cc(=O)n3[nH]2)c1
  -31 | 0.5 | -6
COc1ccc(C)cc1/C=C/C(=O)N1CCN(S(=O)(=O)c2cccs2)CC1
  i | -0.8 | 3
CCCCCCn1c(SCC(=O)NC2CCS(=O)(=O)C2)nc2ccccc2c1=O (configuration not stated)
  27 | -0.4 | -4
CCOc1ccc(N=Cc2ccc([N+](=O)[O-])cc2)c(O)c1
  41* | 1.1 | 18
Cc1ccnc(NCc2cc(Cl)ccc2O)c1
  18 | 1.4 | 34
O=C(c1cc2ccccc2o1)N1CCN(Cc2nc3ccccc3s2)CC1
  16 | -0.1 | 1
O=C(CSc1nnc(C2CC2)n1C1CC1)N1CCN(c2ccc(O)cc2)CC1
  13 | 0.3 | 56
Cc1cccc(S(=O)(=O)N(C)C[C@H]2OCc3cn(nn3)CCCC(=O)N([C@H](C)CO)C[C@@H]2C)c1
  5 | -2.0 | 14
COc1ccc(-c2nc(NC(=O)c3ccco3)sc2C)cc1
  -41 | 0.8 | 5
Cc1ccc([C@H]2N[C@]3(CCCN(Cc4cccn4C)C3=O)[C@H]3C(=O)N(C)C(=O)[C@@H]23)cc1
  1 | -1.0 | 2
O=C(O)Cc1ccc(NC(=O)c2ccc3c(c2)C(=O)N(Cc2ccccc2)C3=O)cc1
  20 | 1.1 | -11
COC1=C(Br)C(=O)c2nc(C)ccc2C1=O
  86* | 2.4 | 101*
O[C@@H]1CN(Cc2cccs2)[C@@H](c2ccccc2)C[C@H]1n1cc(C2CC2)nn1
  9 | 0.2 | -1
Cc1ncc([N+](=O)[O-])n1CC(=O)Nc1ccccc1Cl
  10 | -2.7 | 3
CC(S(=O)(=O)c1ccccc1)S(=O)(=O)c1ccccc1
  10 | 1.2 | 1
CNC[C@@H]1OCc2ccccc2-c2ccccc2C(=O)N([C@H](C)CO)C[C@@H]1C
  1 | 0.0 | -9
O=C1OCC/C1=C1/NCCNC1=O
  13 | -0.4 | -16
Cc1ccccc1NC(=O)CNC(=O)N1CC(=O)Nc2ccccc21
  8 | -0.1 | -10
CCOc1cc(/C=N/NC(=O)c2c(C)nc3ccc(Cl)cn23)ccc1O
  -99 | 1.0 | 11
CCCCOC(=O)C1=C(C)N(C)C(=O)NC1c1cc2c(cc1Br)OCO2 (configuration not stated)
  13 | -1.2 | -7
COC(=O)C[C@@H]1C[C@H]2c3cc(NS(=O)(=O)c4ccccc4)ccc3O[C@H]2[C@@H](CO)O1
  20 | -0.2 | -3
COc1ccc2c(c1)CCC1(C)CC(=O)C=C21 (configuration not stated)
  -240 | 0.5 | 3

Next part:
Every second line gives: SENP8 block | MPTP block | PfGluPho inh
C[C@H](CO)N1C[C@H](C)[C@H](CN(C)C(=O)c2ccccc2)OCc2ccccc2-c2c(n(C)c3ccccc23)C1=O
  4 | 0.1 | 13
CC(=O)Nc1ccc(OCc2cn(CC(=O)c3ccc(O)cc3)nn2)cc1
  37 | -0.2 | 34
CCn1cc(C(=O)N2CCCC(C(=O)c3cccc(C(F)(F)F)c3)C2)cn1 (configuration not stated)
  22 | 1.4 | 12
O=C(CCc1nc2ccccc2c(=O)[nH]1)Nc1ccccc1N1CCCCC1
  0 | 0.4 | -4
Cc1cc2c(Nc3ccccc3O)ncnc2s1
  11 | 0.1 | 7
Cc1cn([C@H]2C[C@H](O)[C@@H](CNC(=O)[C@@H]3C[C@H](F)CN3)O2)c(=O)[nH]c1=O
  1 | -0.2 | 5
COc1ccc(N2CCN(C(=O)CCCCCn3c(=S)[nH]c4ccc(N5CCOCC5)cc4c3=O)CC2)cc1
  i | -0.6 | 20
CN1OC[C@@H]2CN(Cc3cc(Cl)cc(Cl)c3)[C@H](c3cccc(-c4ccc(C#N)cc4)c3)C[C@@H]21
  6 | -2.5 | 3
Cc1ccc2nc3n(c(=O)c2c1)-c1ncccc1C(=O)NC3Cc1ccc(O)cc1 (configuration not stated)
  -20 | 0.5 | -3
C[C@@H]1CN([C@@H](C)CO)C(=O)c2cc(Br)cnc2O[C@H]1CN(C)Cc1ccc(-c2ccccc2)cc1
  8 | -1.5 | 0
O=C(Cc1cccs1)NCCS(=O)(=O)N1CCN(c2ccccc2)CC1
  12 | -1.3 | 6
C[C@@H]1CN([C@@H](C)CO)C(=O)c2cc(NC(=O)C3CCCCC3)ccc2O[C@@H](C)CCCCO[C@@H]1CN(C)C(=O)CCCN(C)C
  0 | -0.4 | 3
C[C@@H]1CN([C@@H](C)CO)C(=O)CCCn2nncc2CO[C@@H]1CN(C)C(=O)c1ccc2ccn(C)c2c1
  -21 | -1.7 | 8
CC1C(=O)N(Cc2cn(CCC3OCCO3)nn2)CCS(=O)(=O)N1Cc1ccc(-c2cccc(CO)c2)cc1 (configuration not stated)
  1 | 0.9 | 12
O=C(NCc1ccccc1)c1ccc(S(=O)(=O)N2CCCCCC2)cc1
  4 | 0.8 | 7
C[C@@H](NC(=O)c1ncn2c1c(=O)[nH]c1cccnc12)c1ccccc1
  -370 | 0.0 | -16
O=C(NCc1cccs1)c1ccc(Cl)c(S(=O)(=O)N2CCOCC2)c1
  22 | 0.1 | 0
CC(=O)c1ccccc1NC(=O)COC(=O)C1COc2ccccc2O1 (configuration not stated)
  11 | -1.2 | 3
C#CCN(C[C@@H]1[C@@H](OC(=O)NCCCCCC)[C@@H](OC(=O)NCCCCCC)Cn2c(=O)ccc(=O)n21)S(=O)(=O)c1ccc(C)cc1
  1 | -1.8 | -59
Nc1ncnc2nn(C3OC(CO)C(O)C3O)nc12 (configuration not stated)
  5 | 0.5 | -2
CNC[C@H]1OCc2ccccc2-c2ccccc2C(=O)N([C@@H](C)CO)C[C@H]1C
  11 | 0.5 | 13
Cc1cc(NC(=O)CN2C(=O)/C(=C/c3ccc(C(C)C)cc3)SC2=S)no1
  37 | 3.9 | -8
CCc1ccc(/C=C2/SC(=S)N(CCCC(=O)Nc3cccc(C(=O)O)c3)C2=O)cc1
  35 | 2.0 | -20
C=CCn1c2ccccc2c2nnc(SCC(=O)OC)nc21
  6 | 0.2 | 8
O=S(=O)(c1ccc(NC(=S)N2CCOCC2)cc1)N1CCCCC1
  1 | -0.9 | -3
O=C1CCC(C(=O)N2CCN(c3cnccn3)CC2)CN1CCc1ccccc1 (configuration not stated)
  -378 | -2.3 | -14
CC1(C)CN(C2CCCCC2)C(=O)[C@H]1CC(=O)Nc1ccccc1
  14 | 1.7 | 3
O=C(O)C1CCN(S(=O)(=O)c2ccc3[nH]ccc3c2)CC1
  -78 | -0.6 | -23
CCOC(=O)CC1C(=O)NCCN1C(=S)NC(=O)c1ccc(C)c(Br)c1 (configuration not stated)
  10 | 0.3 | -5
O=C(O)Cc1ccc2c(c1)Cc1cccnc1O2
  13 | 0.1 | 0

5 compounds from above, limited to SENP8 block and MPTP block:
structure	SENP8 block	MPTP block
CCc1ccc(/C=C2/SC(=S)N(CCCC(=O)Nc3cccc(C(=O)O)c3)C2=O)cc1	35	2.0
C=CCn1c2ccccc2c2nnc(SCC(=O)OC)nc21	6	0.2
O=S(=O)(c1ccc(NC(=S)N2CCOCC2)cc1)N1CCCCC1	1	-0.9
O=C1CCC(C(=O)N2CCN(c3cnccn3)CC2)CN1CCc1ccccc1 (configuration not stated)	-378	-2.3
CC1(C)CN(C2CCCCC2)C(=O)[C@H]1CC(=O)Nc1ccccc1	14	1.7

Structures above that contain a nitro group on carbon:
Every second line gives: SENP8 block | MPTP block | PfGluPho inh
CCOc1ccc(N=Cc2ccc([N+](=O)[O-])cc2)c(O)c1
  41* | 1.1 | 18
Cc1ncc([N+](=O)[O-])n1CC(=O)Nc1ccccc1Cl
  10 | -2.7 | 3

Continuation.
Every second line gives: SENP8 block | MPTP block | PfGluPho inh
Cc1ccc(N(C)S(=O)(=O)c2cccc(C(=O)OCC(=O)N(C)Cc3ccccc3)c2)cc1
  9 | 1.3 | 7
C[C@@H]1CN([C@@H](C)CO)C(=O)c2cc(-c3cccnc3)cnc2O[C@H]1CN(C)C(=O)c1cccc(F)c1
  14 | -0.7 | 16
COCCCNC1=C(C#N)C(=O)NC(c2cccs2)S1 (configuration not stated)
  16 | -2.6 | 36
COc1ccc(S(=O)(=O)N2CCOCC2)cc1NC(=O)CCCOc1ccc(C(C)=O)cc1
  9 | -0.9 | 2
O=C(Nc1cccc(Cl)c1)c1nc[nH]c1C(=O)Nc1ccccc1F
  -22 | -1.2 | -12
O=C1C=C(c2ccc(CO)cc2)C[C@@H](c2ccc(F)cc2)C1
  8 | 1.1 | 2
COc1cccc(CN(C)C(=O)c2cccc(S(=O)(=O)N3CCN(c4ccccc4)CC3)c2)c1
  18 | 13 | -1
NC(=O)CSc1nnc(-c2cccc(S(=O)(=O)N3CCOCC3)c2)o1
  12 | 0.5 | 9
C[C@@H]1CN([C@H](C)CO)C(=O)c2cc(Br)cnc2O[C@H]1CN(C)C(=O)Cc1ccccc1
  20 | 0.4 | 10
C#CCN(C[C@@H]1[C@@H](OC(=O)NCc2ccccc2F)[C@@H](OC(=O)NCc2ccccc2F)Cn2c(=O)n(CCCCCC)c(=O)n21)S(=O)(=O)c1ccc(C)cc1
  -5 | -0.7 | 9
CN(C)Cc1cc(OCc2ccccc2)cc(CN(C)C)c1O
  2 | -0.4 | 3
CSC[C@H]1CN(c2ccccc2)C(=O)[C@@H]1CC(=O)Nc1ccc(Br)cc1
  16 | 0.9 | 19
O=C(C1CCCCC1)N1C[C@@H](n2cc(-c3ccc(F)cc3)nn2)[C@H](O)C[C@@H]1c1ccc(Cl)cc1
  2 | -0.1 | 16
Cc1ccc(S(=O)(=O)N2C[C@H]3C(=O)C[C@@H](c4ccc(Cl)cc4)N(S(=O)(=O)c4ccccc4C)[C@H]3C[C@H]2c2cccc(Cl)c2)cc1
  4 | -0.2 | -1
CC(=O)N(C)C[C@H]1Oc2ncc(Br)cc2C(=O)N([C@H](C)CO)C[C@@H]1C
  15 | -0.1 | -8
COCC(=O)N(C)C[C@H]1Oc2cc(C#Cc3cccnc3)ccc2S(=O)(=O)N([C@H](C)CO)C[C@H]1C
  -43 | 0.4 | 6
CCc1ccccc1NC(=O)CNC(=O)CCC(=O)c1cc(C)sc1C
  7 | 0.4 | 20
CCC(c1ccccc1)c1noc(CCN(CC)CC)n1 (configuration not stated)
  18 | -0.4 | -17

Screening data from PubChem.
